# Source: PubChem BioAssay (several laboratories)
# MEKK2mut PB1 HTS – MEK5 binding signal on mutant MEKK2 PB1, primary screen, biochemical, multiplex bead flow cytometry, Alexa488-MEK5; Alexa488-MEK5 binding to MEKK2 mutant; percent response, % at 10 µM; 290,000 compounds, 0.35% hits; AID 1530, 2009; in the data active = percent response above about 24%, passing the limit was not always enough; also: inactives centre near 1; some results filed as inactive read as strong as hits; reference of the scale not given here
# p-CIP stab down – p/CIP-EGFP fusion destabilizers, primary screen, fluorescence, F442A cells. Q05BA5. 16 h. decrease of EGFP signal, % at 10 µM. 290,000 compounds, 0.01% hits. AID 1984, 2009;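 active = EGFP signal decrease of at least 30% at 10 µM or well 3 SD below plate mean, unless failing retest; inactive = the rest, including hits failing retest or dose response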; also: some compounds called inactive have numbers as strong as hits; many of its hits are not listed in these tables
# NALP1 yeast inh – NALP1 inflammasome inhibitors in reconstituted yeast, colorimetric, S. cerevisiae, triplicate retest. S. cerevisiae NALP1/ASC/caspase-1 growth, X-gal OD620, 72 h. inhibition, % at 10 µM. 280,000 compounds, 0.61% hits. AID 2071, 2009; in the data active = inhibition mostly above about 24%, no sharp cut-off; inactive = mostly below about 32%; also: some compounds called inactive have numbers as strong as hits
# PfM18AAP inh – PfM18AAP inhibitors, malaria aminopeptidase, primary screen, biochemical, QFRET, recombinant enzyme. M18 aspartyl aminopeptidase (Plasmodium falciparum 3D7). H-Glu-NHMec fluorogenic cleavage. inhibition, % at 7.35 µM. 290,000 compounds, 1.2% hits. AID 1822, 2009;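 active = inhibition above the campaign mean inhibition over all tested compounds plus 3 SD, cut at about 28% in these data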;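 also: 0% = plate median of test compound wells and 100% = 2 mM ZnCl2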
# IDE cell inh – human IDE inhibitors in live cells, primary screen, fluorescence polarization, HEK cells, FAbetaB substrate | FAbetaB cleavage | inhibition, % at 5.59 µM | 320,000 compounds, 0.41% hits | AID 434962, 2010;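 active = percent inhibition above the average of all tested compounds plus 3 SD, set per screening campaign, cut at about 16% in these data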;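 also: IDE supplied by intact live HEK cells; FP after avidin binding of uncleaved biotin substrate so inhibition keeps polarization high; 0% = DMSO wells and 100% = 60 µM reference IDE inhibitor Ii1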
# MEKK3 PB1 HTS – modulators of MEKK3-MEK5 PB1 binding, primary screen, biochemical, wildtype MEKK3, multiplex bead flow cytometry, Alexa488-MEK5; Mitogen-activated protein kinase kinase kinase 3 (Homo sapiens), Q99759; bead-based flow cytometry, Alexa488-MEK5 binding to MEKK3; actives lie on both sides; 0 = blocked by unlabeled MEK5, 100 = vehicle; binding response (% of control), % at 10 µM; 290,000 compounds, 1.4% hits;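 active = binding response more than 3 SD above or below the average of its plate-row segment, actives on both sides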;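 also: Alexa488 bead fluorescence after subtracting the streptavidin-only scavenger bead signal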
# Target sequence (Q99759 whole entry, looked up): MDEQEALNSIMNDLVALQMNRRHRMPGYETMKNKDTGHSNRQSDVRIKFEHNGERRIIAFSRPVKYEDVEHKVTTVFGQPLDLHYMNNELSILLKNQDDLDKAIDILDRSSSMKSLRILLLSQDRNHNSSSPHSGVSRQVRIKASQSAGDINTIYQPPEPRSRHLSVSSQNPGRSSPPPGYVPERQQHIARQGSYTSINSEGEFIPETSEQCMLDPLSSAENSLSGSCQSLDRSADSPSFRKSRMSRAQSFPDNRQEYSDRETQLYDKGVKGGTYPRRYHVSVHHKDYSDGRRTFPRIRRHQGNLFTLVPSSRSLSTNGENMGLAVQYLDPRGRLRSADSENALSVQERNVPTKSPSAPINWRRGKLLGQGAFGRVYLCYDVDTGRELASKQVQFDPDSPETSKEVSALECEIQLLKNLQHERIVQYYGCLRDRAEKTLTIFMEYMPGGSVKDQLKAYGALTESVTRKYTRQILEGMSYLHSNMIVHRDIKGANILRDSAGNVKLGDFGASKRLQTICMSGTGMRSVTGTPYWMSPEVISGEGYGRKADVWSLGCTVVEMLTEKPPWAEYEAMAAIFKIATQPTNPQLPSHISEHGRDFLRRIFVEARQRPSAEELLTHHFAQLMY
# MEKK2wt PB1 HTS – modulators of MEK5 binding to wildtype MEKK2, primary screen, biochemical, multiplex bead flow cytometry, Alexa488-MEK5 | 290,000 compounds, 1.1% hits | binding response (% of control), % at 10 µM | Alexa488-MEK5 binding to MEKK2 WT; actives lie on both sides | AID 1531, 2009; in the data active = binding response below about 67% or above about 130%
# IDE cell activ – human IDE activators in live cells, primary screen, fluorescence polarization, HEK cells, FAbeta-B substrate; activation, % at 5.96 µM; AID 493087, 2011; FAbeta-B cleavage; 0% vehicle, 100% cell-free pure enzyme wells; Insulin-degrading enzyme (Homo sapiens), P14735; 340,000 compounds, 0.073% hits;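 active = activation above the mean of all tested compounds plus 3 SD, set per screening campaign, cut at about 17% in these data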
# UBC9 SUMO inh – inhibitors of in vitro SUMOylation cascade, primary screen, biochemical, HTRF, uHTS; SUMO-conjugating enzyme UBC9 (Homo sapiens), P63279; HTRF SUMOylation assay, SAE1/SAE2 + UBC9; inhibition, % at 35 µM; 290,000 compounds, 0.36% hits; in the data active = inhibition above about 50%, passing the limit was not always enough; also: strong numbers were not always called active
# Target sequence (P63279 whole entry, looked up): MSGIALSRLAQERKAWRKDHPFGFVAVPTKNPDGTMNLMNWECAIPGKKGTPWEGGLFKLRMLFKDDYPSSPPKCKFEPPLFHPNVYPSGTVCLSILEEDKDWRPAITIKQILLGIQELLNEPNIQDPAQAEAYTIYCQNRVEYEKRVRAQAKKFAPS
# Numbers without * were called inactive; . = not tested or not shown. The list is partial; the hit share may differ from the screen's.
SMILES,MEKK2mut PB1 HTS,p-CIP stab down,NALP1 yeast inh,PfM18AAP inh,IDE cell inh,MEKK3 PB1 HTS,MEKK2wt PB1 HTS,IDE cell activ,UBC9 SUMO inh
CCOc1cc(C(=O)Nc2nnc(S(=O)(=O)N3CCOCC3)s2)cc(OCC)c1OCC,0,0,8,-1,5,101,98,5,8
COc1cc(NC(=O)c2cccnc2SC)cc(OC)c1,2,-3,-10,-15,3,110,101,5,7
O=C(CSc1cc(Cl)ccc1Cl)NCC(=O)Nc1ccc(F)c(F)c1F,-1,8,17,5,4,99,99,4,-7
COc1ccc(S(=O)(=O)N2CCN(C)CC2)cc1NC(=O)c1ccccc1C,-4,-3,0,-6,0,97,96,4,10
CCCC(C(=O)Nc1nccs1)c1ccccc1 (stereo not drawn),2,-2,-2,1,1,101,100,2,17
CCn1cc(/C=N\NC(=O)C2(C)CC2(Cl)Cl)c(C)n1 (stereo not drawn),3,-6,12,3,5,108,105,3,6
CC(C)Cn1c(-c2ccccc2F)n[nH]c1=S,7,4,3,32*,-3,102,103,-8,16
CN1CCN(c2ccccc2NC(=O)Cc2ccc(Cl)cc2)CC1,6,-2,16,-7,9,100,110,3,11
COc1ccc(S(=O)(=O)NCC2CCCN(C(=O)CN3CCCCC3)C2)cc1 (stereo not drawn),1,-3,7,-13,-2,104,100,6,12
CCc1cc(=O)oc2c3c(cc(OCC(=O)NCc4cccnc4)c12)OC(C)(C)CC3,4,10,12,5,1,102,99,1,35
COc1cc(F)ccc1S(=O)(=O)N1CCN(Cc2ccccc2)CC1,0,-3,10,-9,-2,106,100,5,-4
O=C1CC(N2CCCN(C3CC(=O)N(c4ccc(F)cc4)C3=O)CC2)C(=O)N1c1ccc(F)cc1 (stereo not drawn),8,-7,39*,-4,3,101,103,4,26
CCN(CC)C(=O)c1cc2sc3ccccc3c2s1,5,-5,16,4,-4,102,98,-3,27
CCOCCCNc1nc(C(F)(F)F)nc2c1nnn2Cc1ccccc1Cl,1,-4,22,5,5,100,104,2,-17
CCOC(=O)C(C#N)C(c1cccnc1)c1c(C)[nH][nH]c1=O (stereo not drawn),0,2,-4,19,2,107,105,-5,2
Cc1ccc(OCC(=O)N(Cc2cccc(F)c2)C2CCS(=O)(=O)C2)cc1 (stereo not drawn),10,-14,27,-10,0,105,110,-3,.
COc1n[nH]c(C(=O)Nc2nc3ccccc3s2)c1[N+](=O)[O-],3,10,-2,4,0,108,112,0,-1
CN(Cc1nc(-c2cccnc2)no1)S(=O)(=O)c1ccc(Br)cc1,0,-1,.,0,1,94,99,1,-5
CC(C)(OC1OC(CO)C(O)C(O)C1O)[C@H]1Oc2ccc3ccc(=O)oc3c2[C@H]1O (stereo partly drawn),4,4,25,3,3,108,99,3,-8
CCOc1ccc(NC(=O)NC2CCCc3ccccc32)cc1 (stereo not drawn),8,2,8,-2,9,101,104,0,14
c1ccc(-c2cc(-c3ccc(N4CCOCC4)cc3)nc3ccccc23)cc1,-2,-18,.,-4,5,95,97,6,24
CCOC(=O)N1CCN(C(=O)c2ccc3nc(N4CCC(C)CC4)sc3c2)CC1,1,2,9,2,0,102,105,5,22
CCOc1ccc(C(=O)/C=C/Nc2ccc(S(=O)(=O)Nc3onc(C)c3C)cc2)cc1,-3,-9,3,-7,-2,92,95,10,-3
CCOc1ccc(CCNC(=O)CN2CCN(Cc3ccc(F)cc3)C2=O)cc1OCC,18,2,3,-10,2,106,105,1,-4
CS(=O)(=O)N(CC(=O)O)c1cc(Cl)cc(Cl)c1,0,9,15,5,3,102,101,-1,3
CCN1CCN(C(=O)CSc2nc(N)cc(N)n2)CC1,4,7,5,-3,-4,98,100,-5,-2
CC(O)c1c(OCc2ccccc2)ncnc1OCc1ccccc1 (stereo not drawn),8,0,11,4,-1,112,111,0,-11
CCCCc1ccc(NC(=O)Nc2c(C)n(C)n(-c3ccccc3)c2=O)cc1,10,-3,8,-2,5,108,111,4,0
COC(=O)c1cc(OC)c(OC)cc1NC(=O)c1cc(OC)cc(OC)c1,-8,-7,-12,2,0,104,96,-1,-8
CC(OC(=O)c1ccc2ncsc2c1)C(=O)NCc1ccccc1 (stereo not drawn),1,-14,10,6,2,92,95,.,14
COc1ccc(-c2nnc(SCC(=O)c3ccc[nH]3)n2-c2ccccc2)cc1,-1,5,34,7,2,95,97,-4,1
CNC(=S)N/N=C(\C)c1cccc(C(F)(F)F)c1,3,3,6,6,-10,99,102,-1,12
Cc1cccc(NC(=S)NCC(c2cccnc2)N(C)C)c1C (stereo not drawn),1,-30,20,2,-1,99,104,1,-12
Cc1ccc(NC(=O)CCN2C(=O)c3ccccc3C2=O)c(C)c1,7,-10,-5,6,3,101,103,0,-4
C/C(=N/NS(=O)(=O)c1ccc(C)cc1C)c1ccc2c(c1)OCO2,-6,0,28,1,-3,92,93,0,-4
O=S(=O)(c1cccc(-c2nc3ccccc3s2)c1)N1CCOCC1,-1,-4,2,-2,5,100,99,4,15
Cc1ccc(-c2c(C)n([O-])c3c([n+]2=O)CCCC3)o1,13,-15,-24,1,0,103,103,1,-11
CCOc1ccc(/C=C/C2=CC(C)(C)NC(=S)N2)cc1,-2,-2,4,3,-2,97,99,-1,-7
Cc1ccc(C2=NN(CC(=O)NCc3ccccn3)C(=O)CC2)cc1,1,-6,1,-12,3,127,111,1,1
Cn1c(CNC2CCCCC2)nc2ccccc21,-2,-5,8,1,4,99,95,3,15

# Sorted by SMILES length (low to high): some entries from above.
SMILES,MEKK2mut PB1 HTS,p-CIP stab down,NALP1 yeast inh,PfM18AAP inh,IDE cell inh,MEKK3 PB1 HTS,MEKK2wt PB1 HTS,IDE cell activ,UBC9 SUMO inh
CS(=O)(=O)N(CC(=O)O)c1cc(Cl)cc(Cl)c1,0,9,15,5,3,102,101,-1,3
CCCCc1ccc(NC(=O)Nc2c(C)n(C)n(-c3ccccc3)c2=O)cc1,10,-3,8,-2,5,108,111,4,0
CCOC(=O)N1CCN(C(=O)c2ccc3nc(N4CCC(C)CC4)sc3c2)CC1,1,2,9,2,0,102,105,5,22

# (list continues)
SMILES,MEKK2mut PB1 HTS,p-CIP stab down,NALP1 yeast inh,PfM18AAP inh,IDE cell inh,MEKK3 PB1 HTS,MEKK2wt PB1 HTS,IDE cell activ,UBC9 SUMO inh
O=C1CC(Sc2nnnn2C2CCCCC2)C(=O)N1c1ccccc1 (stereo not drawn),1,-8,-4,-123,-1,108,105,-13,-6
CCOC(=O)N1CCN(c2cc(=O)n(-c3ccccc3Cl)c(=O)[nH]2)CC1,-5,-6,34,-3,1,89,95,9,15
Cc1ccc(C2(C)CC(C)(C)N(C(=O)CSc3nnc(C)s3)c3ccccc32)cc1 (stereo not drawn),2,0,23,-5,7,97,97,4,-4
CCOC(=O)C1=C(C)NC2=C(C(=O)CC(C)(C)C2)C1c1ccc(N(C)C)cc1 (stereo not drawn),5,-8,-1,1,0,102,110,2,-6
Cc1cc(OC(C)C)nc(-c2ccccc2O)n1,0,2,-22,-7,-10,96,93,6,4
Cc1ccc2nc(N(CCCN(C)C)C(=O)c3sc4ccccc4c3Cl)sc2c1,9,-1,51,4,0,133*,155*,1,7
CCN(Cc1ccccc1)C(=O)CCS(=O)(=O)c1cc2c(cc1Cl)NC(=O)CO2,4,2,3,-5,-2,102,99,-3,1
CCOC(=O)CN1CC23C=CC(O2)C(C(=O)NCCc2ccccc2)C3C1=O (stereo not drawn),-2,-2,-15,-5,-4,98,99,6,19
Cc1ccc(NC(=S)NN(C)c2nc(C)cnc2C)cc1,-1,1,15,-1,3,105,110,1,-10
O=[N+]([O-])c1cccc(C2NCC(c3ccccc3Cl)c3c2[nH]c2ccccc32)c1 (stereo not drawn),5,7,-3,0,13,107,104,6,-21
O=C(NC1CCCCC1)N1CCc2ccccc2C1,-12,-14,-1,3,-2,101,92,-1,14
CC(=O)Nc1cccc(OCc2ccc(S(=O)(=O)Cc3ccccc3)cc2)c1,-4,5,27,14,0,93,93,4,-9
COC(=O)c1sc(N)c(C(=O)OC)c1COC(=O)c1c(C)noc1C,0,2,4,5,5,107,101,3,-3
CC(C)(C)OC(=O)N1CCC(C(=O)O)CC1,6,-3,20,6,-3,111,106,4,1
Cc1nn(Cc2c(Cl)cccc2Cl)c(C)c1NC(=O)CCCn1nc([N+](=O)[O-])c(Cl)c1C,-1,4,2,-7,5,95,99,3,-1
Nc1nnc(SCc2ccc3c(c2)OCO3)s1,3,0,1,2,5,100,102,4,10
O=C(NCCN=C1NS(=O)(=O)c2ccccc21)c1ccco1,6,-8,-22,5,6,104,102,0,-4
c1ccc(-c2nc(NCC3CCCO3)c3oc4ccccc4c3n2)cc1 (stereo not drawn),2,7,-2,-6,-2,103,104,5,-10
C=CC[n+]1cccc(-c2cc3ccc(C)cc3[nH]2)c1,4,2,6,2,.,101,109,6,2
CC(C)CCc1c(O)nc(SCC(=O)N2CCCCCC2)[nH]c1=O,5,-9,17,4,-1,103,105,1,2
O=C(O)c1cnn2c(C(F)F)cc(C(F)F)nc12,-2,-4,-3,-10,4,107,104,4,9
Cc1ccc(S(=O)(=O)NCC2(c3ccccc3)CCN(C)CC2)cc1,5,-5,0,1,.,103,105,5,3
CC(C)N1CCN(Cc2cn[nH]c2C2CCCCC2)CC1CCO (stereo not drawn),14,6,17,4,2,106,112,2,-12
CCOC(=O)CSc1nc2c(sc(=S)n2-c2ccccc2OC)c(=O)n1-c1ccccc1OC,0,-2,11,-1,2,102,93,-2,0
Cc1cccc(OCC(=O)Nc2ccc3oc(=O)ccc3c2)c1C,-1,-14,-5,0,-2,104,102,-3,0
O=C1OC2(c3ccccc3)C3CCCC2C13,0,4,-6,7,-4,99,96,3,7
CCOC(=O)CCc1c(C)nc2cc(-c3ccccc3OC)[nH]n2c1=O,11,-2,30,1,1,105,108,-5,20
O=C(CN1CCN(c2ccc(O)cc2)CC1)Nc1cc(S(=O)(=O)N2CCCCC2)ccc1Cl,-4,0,8,22,1,100,98,-2,-2
O=C(Nc1ccccc1)c1ccc(=O)n(Cc2ccc(F)c(F)c2)c1,-5,-2,-6,3,2,105,100,2,2
O=C(CN1CCOCC1)NCCc1ccccc1,2,2,.,-7,-2,109,106,-5,7
COc1ccc(NC(=O)CN2C(=O)C(C)Oc3ccc(C)cc32)cc1 (stereo not drawn),6,0,-24,-4,-1,109,114,0,15
O=C(Nc1cc2c(cc1Br)OCCCO2)c1ccccc1,-4,9,31,-11,8,98,96,2,-7
COCc1cc(C)nc(Nc2ccc(C)c(C)c2)c1C#N,0,1,-16,2,-2,97,98,2,18
COC(=O)C1=C(C)NC2=C(C1c1ccc(O)cc1)S(=O)(=O)c1ccccc12 (stereo not drawn),2,1,-3,14,2,102,101,-1,19
COC(C[C@H]1O[C@@H]1[C@@H](O)COCc1ccccc1)OC,5,-5,.,.,.,94,93,2,13
COc1ccc(C(=O)n2cnc(N)n2)cc1,-2,-8,9,34*,4,96,96,0,16
